High-throughput results (PubChem BioAssay)
KB-3-1 cytotox: KB-3-1 parental cell cytotoxicity | KB-3-1 viability, CellTiter-Glo ATP luminescence, 72 h | Potency, µM (top dose mostly 46.1 µM), for the others: top-dose activity change, negative = cytotoxic, actives largely listed as cytotoxic | actives 1.4% (n = 400,000); also: % is scaled to controls: 0 for no effect and ±100 for the full control effect; nearly all actives have a fitted effect of over 60% in size
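Cytotoxicity in the drug-sensitive parental line KB-3-1 was scored as loss of CellTiter-Glo luminescence following 72 h incubation with compound. Values come from curve fitting of normalized concentration-response data.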
GLP-1R agonist: GLP-1 receptor (human) agonism; actives 0.007% (n = 380,000); HEK293 GLP-1R CRE-luciferase, luminescence, 4-6 h; cells express a hypersensitive GLP-1R form; P43220; Potency, µM (series often up to 45.6 µM), without a hit: at the highest dose activation, hits mostly activators; also: % of control where 0% means no effect
Target sequence (P43220 whole entry, looked up): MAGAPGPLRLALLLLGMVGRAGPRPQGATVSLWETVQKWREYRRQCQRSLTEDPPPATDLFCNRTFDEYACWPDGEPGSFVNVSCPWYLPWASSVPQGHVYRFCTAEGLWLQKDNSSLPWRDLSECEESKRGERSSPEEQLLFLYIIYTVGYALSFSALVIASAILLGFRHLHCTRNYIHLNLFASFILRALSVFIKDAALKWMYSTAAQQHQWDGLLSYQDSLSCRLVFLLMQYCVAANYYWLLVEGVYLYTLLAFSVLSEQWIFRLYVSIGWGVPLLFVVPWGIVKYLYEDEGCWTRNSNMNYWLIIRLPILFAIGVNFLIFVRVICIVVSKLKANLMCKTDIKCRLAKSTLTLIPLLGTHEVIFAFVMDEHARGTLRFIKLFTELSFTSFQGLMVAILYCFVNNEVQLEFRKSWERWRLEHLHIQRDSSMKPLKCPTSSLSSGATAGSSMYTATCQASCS
KB-V1 MDR tox: kills drug-selected multidrug resistant KB-V1 cells; KB-V1 MDR cells viability, CellTiter-Glo, 72 h; actives 3.4% (n = 400,000); Potency, µM (top dose mostly 46.1 µM), for inactives: at the highest dose activity change, negative = cytotoxicity, hits mostly cytotoxic; AID 1347076; also: % is scaled to controls: 0 for no effect and ±100 for the full control effect; nearly all actives have a fitted effect of over 60% in size
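In this primary screen, KB-V1 cells overexpressing P-gp are incubated with library compounds (lowest to highest concentration) for 72 h at 37 degrees C before a luminescent ATP viability read.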
HT1080 IDH1KD tx: kills HT-1080 cells with IDH1 knockdown; HT-1080 IDH1 knockdown viability, ATP luminescence, 48 h; Potency, µM (series often up to 46.1 µM), for the others: top-dose activity, negative = toxicity, usual class: cytotoxic; actives 2% (n = 360,000);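 also: 0% = DMSO wells and -100% = cell-free medium wells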
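Luminescent ATP read-out (CellTiter-Glo, 10 min at room temperature) after 48 h compound exposure at 37 °C gave viability of IDH1-knockdown HT-1080 cells. Activity was normalised to DMSO and cell-free wells, then fitted as concentration-response curves.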
TDP43 rescue: inhibitors of TDP-43 toxicity in yeast. TDP-43 expressing yeast growth rescue, BacTiter-Glo, 24 h. Potency, µM (highest dose often 46.1 µM), for the others: at the highest dose growth rescue (activation), hits mostly activators. actives 1.8% (n = 410,000). AID 652104; also: % of control where 0% means no effect; nearly all actives have a fitted effect of over 50% in size
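Readout is BacTiter-Glo luminescence of cell growth, so inhibitors register as activators. TDP-43-expressing yeast at OD600=0.02 in galactose medium, after raffinose pregrowth to mid-log, were incubated with compound for 24 hr at 30 deg C.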
GLP1R inv ag: inverse agonists of human GLP-1 receptor; HEK293 GLP-1R CRE-luciferase, luminescence, 24 h; GLP-1R form is constitutively active; Potency, µM (top dose mostly 38.3 µM), inactives show top-dose activity change, negative = inhibition, most hits filed as inhibitors; actives 1.6% (n = 410,000); also: % is scaled to controls: 0 for no effect and ±100 for the full control effect; nearly all actives have a fitted effect of over 55% in size
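Readout was luciferase luminescence, measured 12 min after detection reagent at room temperature. Beforehand, GLP-1R reporter HEK293 cells had sat 12 h, then received compounds for 24 hr at 37 deg C.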
HT1080NT lethal: kills 2HG-producing HT-1080-NT fibrosarcoma cells; HT-1080-NT fibrosarcoma viability, CellTiter-Glo ATP luminescence, 48 h; Potency, µM (series often up to 46.1 µM), for the others: at the top dose activity, negative = less viability, most hits filed as cytotoxic; actives 1.6% (n = 360,000); AID 686970;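 also: NT is the 2HG producing partner of a matched IDH1 knockdown line; 0% = DMSO-treated cells and -100% = media-only wells without cells; nearly all actives have a fitted effect of over 55% in size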
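HT-1080-NT fibrosarcoma cells (2HG-overproducing), 750 cells/well in RPMI with 5% FBS, dosed after 2 h and incubated 48 h at 37C. CellTiter-Glo luminescence normalized to DMSO and no-cell wells; concentration-response curves fitted and classed.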
GLP1R cytotox: cytotoxic in the GLP-1 receptor inverse agonist counter-screen. HEK293 cAMP-luciferase reporter cells, luminescence, 24 h. Potency, µM (top dose mostly 38.3 µM), without a hit: at the top dose activity change, negative = inhibition, usual class: inhibitors. actives 0.13% (n = 410,000). AID 624418;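 also: loss of luciferase light is scored as toxicity; % is scaled to controls: 0 for no effect and ±100 for the full control effect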
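MLSMR compounds, 24 hr on cells at 37 deg C/5% CO2; luminescence after luciferase reagent (12 min RT). Inhibition counted as the undesired cytotoxic outcome.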
SW480 rerep: DNA re-replication induction in SW480 cells; SW480 DNA re-replication, Hoechst DNA content imaging, 48 h; actives 1.8% (n = 340,000); Potency, µM (titrated, usually from 46.1 µM), without a hit: at the highest dose re-replication activation, usual class: activators; also: % of control where 0% means no effect; nearly all actives have a fitted effect of over 55% in size
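Image-based read-out: total Hoechst fluorescence of nuclei (405 nm excitation, 500-530 nm emission), with hits raising the fraction of high-intensity nuclei. SW480 colon cells incubated 48 hr with compounds at 37 C.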
* = called active by the depositor; ? = inconclusive; · = no result given; [ ] = remark or other dose. Calls follow the shape of the dose curve; as a rule, active = well fitted curve in the direction sought with a large enough effect; inconclusive = small, poorly fitted or top-dose-only effect, or another doubt; inactive = no such curve, though single readings can be large; an effect the other way counts as inactive or inconclusive. Potency is read from the fitted curve at half-maximal effect. Rows were taken by chance. Share with any hit: about 9.4%.

Second line of a record: KB-3-1 cytotox	GLP-1R agonist	KB-V1 MDR tox	HT1080 IDH1KD tx	TDP43 rescue	GLP1R inv ag	HT1080NT lethal	GLP1R cytotox	SW480 rerep
- O=C(NC1CCSC1=O)c1ccc(Cl)cc1 (configuration not stated)
 : 4%	-12%	-10%	-14%	-22%	5%	8%	-19%	-17%
- CN1c2ccccc2C(=O)/C(=C\Nc2ccc(F)cc2)S1(=O)=O
 : -10%	-1%	-4%	-4%	-15%	-2%	2%	-6%	1%
- COc1ccc(C)cc1S(=O)(=O)NC1CCCCC1
 : 4%	-9%	1%	-1%	7%	-5%	1%	-4%	0%
- CCCSc1ccc([C@H]2N[C@@](CC(C)C)(C(=O)OC)[C@H]3C(=O)N(CC)C(=O)[C@@H]23)cc1
 : -21%	10%	?	-3%	-11%	?	-1%	?	-2%
- Cc1c(C(=O)O)sc(S(=O)(=O)N2CCN(C(=O)Cc3ccccc3)CC2)c1C(=O)O
 : -3%	1%	13%	-6%	-4%	16%	5%	2%	-310%[inhibitor]
- CCc1cccc2[nH]c3cc([N+](=O)[O-])ccc3c12
 : ?	20%	13µM*	-22%	-17%	7%	-11%	28%	7%
- COc1ccc(OC)c(CCNc2ncnc3onc(-c4ccc(Cl)cc4)c23)c1
 : -17%	4%	-7%	·	?	?	·	9%	·
- COc1ccc(C2=NOC(Cn3nc(-c4ccccc4)cc3C(=O)NCc3cccc(C(F)(F)F)c3)C2)cc1 (configuration not stated)
 : 0%	8%	0%	5%	18%	8%	6%	-1%	-18%
- Cc1onc(-c2ccccc2Cl)c1C(=O)N(C)C1CCCCC1
 : ?	-2%	-14%	-6%	7%	?	-2%	4%	0%
- Cc1cc(C(=O)Nc2ccc(C(=O)O)cc2)c(-c2ccccc2)o1
 : 10%	6%	17%	1%	-20%	6%	-2%	-5%	2%
- Cc1ccc(S(=O)(=O)N(C)C[C@H]2Oc3cc(C#CC4CCCC4)ccc3S(=O)(=O)N([C@H](C)CO)C[C@H]2C)cc1
 : ?	8%	1%	?	23%	?	-18%	3%	·
- CCC(NC(=O)c1cc(COc2c(F)cccc2F)on1)c1ccncc1 (configuration not stated)
 : -2%	6%	-16%	-11%	-33%[inhibitor]	8%	-8%	14%	-7%
- CC1(C)C([N+](=O)[O-])C(c2ccc(O)cc2)NC(c2ccc(O)cc2)C1[N+](=O)[O-] (configuration not stated)
 : 11%	3%	-21%	14%	8%	?	9%	7%	1%
- COc1ccc(/C=C/C(=O)N2CCOCC2)cc1OC
 : 5%	-3%	-14%	7%	22%	1%	4%	-16%	-13%
- Oc1ccc2ccccc2c1/C=N/n1cnnc1
 : -22%	-9%	?	-14%	4%	0%	-1%	-10%	-28%

More structures follow.
Second line of a record: KB-3-1 cytotox	GLP-1R agonist	KB-V1 MDR tox	HT1080 IDH1KD tx	TDP43 rescue	GLP1R inv ag	HT1080NT lethal	GLP1R cytotox	SW480 rerep
- Oc1ccc(/C=N/Nc2ncnc3c2ncn3Cc2ccccc2)cc1O
 : ?	8%	?	?	20%	8%	-18%	-20%	?
- O=C(O)c1cccc(NS(=O)(=O)c2ccc(NC(=O)c3ccco3)cc2)c1
 : 8%	0%	13%	22%	-16%	3%	19%	4%	1%
- O=C1c2ccccc2C(O)(Cc2ccccc2)N1Cc1ccco1 (configuration not stated)
 : 7%	-2%	-26%	-4%	-3%	-1%	10%	14%	?
- O=C(CN1CCN(S(=O)(=O)c2ccc(Br)cc2)CC1)N/N=C/c1ccccc1C(=O)O
 : 3%	-1%	-5%	11%	19%	5%	12%	-6%	-4%
- O=C(Nc1cccc(C(=O)O)c1)/C(=C\c1ccc2c(c1)OCO2)NC(=O)c1ccc(Br)o1
 : 3%	-1%	?	28%	-4%	39%	8%	-9%	-23%
- OCc1cccc(Nc2ncnc3sc4c(c23)CCCCC4)c1
 : 13%	17%	-7%	-17%	28%	?	-12%	0%	-64%[inhibitor]
- CC(C)C(NS(=O)(=O)c1ccc(Br)s1)C(=O)O (configuration not stated)
 : 12%	-13%	29%	16%	10%	19%	10%	2%	-1%
- Cc1cccc(C(=O)N(Cc2ccc(C)o2)C2CCS(=O)(=O)C2)c1 (configuration not stated)
 : ·	3%	·	-2%	15%	10%	-15%	-3%	1%
- O=C1c2ccccc2NC(c2ccncc2)N1c1ccccn1 (configuration not stated)
 : 10%	-6%	-11%	11%	11%	1%	6%	30%	-9%
- CC(=O)N=c1sc2ccccc2n1C
 : -9%	-11%	4%	0%	-5%	12%	6%	13%	-3%
- Cc1ccccc1OCCC(=O)OCC(=O)NC1CC1
 : 1%	-3%	0%	-1%	3%	10%	3%	23%	-1%
- COc1ccc(C(C(=O)NC2CCCC2)N(C(=O)c2ccco2)c2ccccc2C(C)=O)cc1OC (configuration not stated)
 : 2%	7%	2%	2%	-5%	8%	17%	-7%	-15%
- COc1ccc(CN(C)C(=O)C2CC(=O)N(c3ccc4c(c3)OCCO4)C2)c(OC)c1 (configuration not stated)
 : 0%	12%	-1%	-2%	18%	20%	-2%	3%	-4%
- COc1ccccc1-c1sc2ccccc2c1-c1ccccc1OC
 : -8%	15%	5%	6%	21%	?	14%	-3%	-7%[9.22 µM]
- Cc1ccc(SC[C@H](CC(C)C)N2CCN(C)CCC2=O)cc1
 : 3%	16%	-5%	-3%	1%	2%	-1%	0%	2%

3 compounds from above, limited to TDP43 rescue.
SMILES	TDP43 rescue
Cc1cccc(C(=O)N(Cc2ccc(C)o2)C2CCS(=O)(=O)C2)c1 (configuration not stated)	15%
O=C1c2ccccc2NC(c2ccncc2)N1c1ccccn1 (configuration not stated)	11%
CC(=O)N=c1sc2ccccc2n1C	-5%

The list continues.
Second line of a record: KB-3-1 cytotox	GLP-1R agonist	KB-V1 MDR tox	HT1080 IDH1KD tx	TDP43 rescue	GLP1R inv ag	HT1080NT lethal	GLP1R cytotox	SW480 rerep
- COc1cccc(C(=O)N2CCN(c3ccccn3)CC2)c1
 : 16%	1%	-21%	28%	7%	29%	17%	8%	-5%
- Cc1ccccc1C(=O)NC1CCN(Cc2nnnn2Cc2ccccc2)CC1
 : 11%	0%	?	-4%	13%	9%	0%	0%	-7%
- Cc1cccc(NC(=O)c2ccc(C(=O)Nc3cccc(C)c3C)cc2)c1C
 : 12%	·	?	·	0%	6%	·	1%	·
- COc1ccc(N(C(=O)COc2ccccc2)C2C=CS(=O)(=O)C2)cc1 (configuration not stated)
 : -4%	6%	-19%	-2%[9.24 µM]	-6%	1%	-21%	1%	?
- COc1cc(OC)c(OC)cc1CN1CCCC(C(=O)N2CCCC2)C1 (configuration not stated)
 : 5%	1%	6%	15%	14%	43%[activator]	13%	17%	-3%
- O=C1CC(c2ccccc2)CC(O)=C1C=NCc1ccco1 (configuration not stated)
 : -13%	-7%	8%	-19%	-9%	-1%	7%	-1%	-2%
- O=c1cc(-c2ccccc2Cl)c2c([nH]1)CCC2
 : 24%	-1%	-5%	-1%	21%	-10%	0%	7%	-17%
- Cc1nc2c(-c3ccc(F)cc3)c(C)nn2c(C)c1CCC(=O)NC(C)CCc1ccco1 (configuration not stated)
 : -7%	-1%	-18%	-23%	22%	7.1µM*	-16%	14%	13%
- COc1ccc(CNC(=O)C2CC(=O)N(c3ccc(OCC(=O)N4CCCCC4)cc3)C2)cc1 (configuration not stated)
 : -3%	1%	3%	-1%	-6%	-6%	-4%	-5%	-1%
- O=C(C1CCCN(Cc2ccccc2Br)C1)N1CCCCC1 (configuration not stated)
 : -4%	3%	-29%	1%	-13%	?	0%	-16%	-2%
- CCN(CC)CCCNC(=O)Cn1cnc2sc(C)c(S(=O)(=O)N3CCC(C)CC3)c2c1=O
 : 0%	11%	?	17%	-16%	-15%	2%	5%	-3%
- CCOC(=O)c1c(-c2ccc(C)cc2C)csc1NC(=O)c1ccccc1Cl
 : 18%	·	?	·	1%	1%	·	22%	·
- O=C(Cn1cc2c(n1)CCCCC2)N1CCc2ccccc2C1
 : 8%	1%	27%	12%	8%	-12%	13%	-39%	-3%
- O=C(NCCS(=O)(=O)NCc1ccc2c(c1)OCO2)c1ccccc1
 : 1%	24%	?	20%	22%	-9%	12%	5%	-7%
- Cc1ccccc1CCNC(=O)c1ccc(Cl)c(S(=O)(=O)N2CC(C)OC(C)C2)c1 (configuration not stated)
 : 5.2µM*	1%	1.8µM*	-22%	0%	?	2%	-15%	7%

(cont.)
Second line of a record: KB-3-1 cytotox	GLP-1R agonist	KB-V1 MDR tox	HT1080 IDH1KD tx	TDP43 rescue	GLP1R inv ag	HT1080NT lethal	GLP1R cytotox	SW480 rerep
- CC(=O)Nc1cc2c3c(cccc3c1)-c1ccccc1-2
 : -8%	20%	14%	-27%	27%	?	-14%	423%[activator]	16µM*
- NC(=O)c1ccccc1OCC(=O)Nc1ccc2c(c1)CCC2
 : -4%	6%	-6%	4%	8%	18%	8%	4%	-7%
- COc1cc(Nc2ccn3nccc3n2)cc(OC)c1OC
 : 0%	1%	-3%	3%	11%	1%	4%	4%	·
- COc1ccccc1-n1cnnc1SCC(=O)N1CCOCC1
 : 18%	5%	26%	15%	-22%	11%	30%	-6%	-13%
- O=C1CCC(C(=O)OCc2nnc(-c3ccc(Br)cc3)o2)=NN1
 : -1%	-1%	20%	10%	22%	11%	7%	18%	-16%
- CCOC(=O)c1oc2ccc(S(=O)(=O)n3nc(-c4ccc(Br)cc4)cc3N)cc2c1C
 : ?	·	?	·	22%	0%	·	-6%	·
- O=C(CC1S/C(=N\S(=O)(=O)c2ccccc2)N(c2ccccc2)C1=O)Nc1ccc(F)cc1 (configuration not stated)
 : -5%	-19%	17%	12%	-3%	0%	10%	-4%	1%

Looked up by structure from the list above (2):
Second line of a record: KB-3-1 cytotox	GLP-1R agonist	KB-V1 MDR tox	HT1080 IDH1KD tx	TDP43 rescue	GLP1R inv ag	HT1080NT lethal	GLP1R cytotox	SW480 rerep
- COc1cc(OC)c(OC)cc1CN1CCCC(C(=O)N2CCCC2)C1 (configuration not stated)
 : 5%	1%	6%	15%	14%	43%[activator]	13%	17%	-3%
- Cc1onc(-c2ccccc2Cl)c1C(=O)N(C)C1CCCCC1
 : ?	-2%	-14%	-6%	7%	?	-2%	4%	0%
